High-throughput results: PubChem BioAssay, several laboratories
Efflux pump inh – blocks antifungal efflux pumps in multiplex yeast assay; S. cerevisiae Candida pump triplex, Nile Red efflux; inhibition, % at 10 µM; actives 0.44% (n = 330,000); AID 485275;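 active means plate passing quality check with inhibition over a set limit, or well fluorescence over plate mean plus 4 SD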;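 further: Nile Red retained in pooled yeast measured as flow cytometry median fluorescence; 0% = buffer negative control and 100% = Enniatin B positive control; higher means more Nile Red kept so more efflux inhibition; some compounds called inactive have numbers as strong as hits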
Fam108B counter – blocks mouse Fam108B hydrolase in RBBP9 counter-screen. recombinant Fam108B, FP-Rh probe fluorescence polarization. inhibition, % at 9.51 µM. actives 0.33% (n = 300,000);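 active means inhibition above the screen mean inhibition plus 3 SD, computed separately per campaign, cut at about 18% in these data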;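 further: inhibitors lower polarization as less probe binds the enzyme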
EBNA-1 inhibitor – blocks EBNA-1 binding to DNA; EBNA-1 DNA binding, fluorescence polarization; inhibition, % at 14.8 µM; actives 0.34% (n = 300,000); AID 1950; in the data active means inhibition above about 28%
MEX-5 binding – C. elegans MEX-5 TCR-2 RNA binding activity; activity score (negative = inhibition of binding), % at 10 µM; MEX-5/FITC-TCR2 RNA binding, fluorescence polarization; active compounds read low; Q9XUB2; actives 0.38% (n = 300,000);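 active means inhibition past about -25% in most replicates, and total fluorescence under double the plate's negative control median, limit read from the data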;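 further: 0% = DMSO and -100% = 5 µM competing unlabeled TCR2 RNA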
Bcl-xL primary – Bcl-xL (human) inhibition | GST-Bcl-xL / FITC-Bim BH3 peptide fluorescence polarization | AID 2129 | actives 0.7% (n = 320,000) | inhibition, % at 10.9 µM | Q07817;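 active means inhibition above the mean of all tested compounds plus 3 SD, cutoff set per campaign, cut at about 30% in these data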;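 further: 0% = DMSO wells and 100% = unlabeled Bim-BH3 peptide competitor; inhibitors lower millipolarization by displacing the labeled peptide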
Target sequence (Q07817 whole entry, looked up): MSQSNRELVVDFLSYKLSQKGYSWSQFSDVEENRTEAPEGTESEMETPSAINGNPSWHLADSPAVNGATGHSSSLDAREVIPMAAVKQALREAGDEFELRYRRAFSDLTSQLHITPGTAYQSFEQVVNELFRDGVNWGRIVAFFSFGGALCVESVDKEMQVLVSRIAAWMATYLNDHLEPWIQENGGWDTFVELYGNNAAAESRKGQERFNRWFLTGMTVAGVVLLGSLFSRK
Yeast superoxide – yeast age-related superoxide inhibition as caloric restriction mimetic. actives 0.18% (n = 330,000). AID 2690. superoxide response (% of plate mean), % at 10 µM. S. cerevisiae aged cells, superoxide DHE fluorescence; active compounds read low;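 active means superoxide response under a set limit, about three screen SD below normal, cut at about 65% in these data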;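 further: yeast aged for seven days with compound at 30 °C before DHE staining; 100% = average MFI of all compound-treated wells on the plate with controls excluded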
GLD-1 TGE inh – GLD-1-TGE RNA interaction inhibition (C. elegans) | Q17339 | actives 0.44% (n = 320,000) | purified GLD-1 + fluorescein TGE RNA, fluorescence polarization | inhibition, % at 5.96 µM;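 active means percent inhibition above a per-plate cutoff, the plate mean of test compounds plus 3 SD, cut at about 30% in these data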;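 further: 0% = DMSO wells with GLD-1 and probe and 100% = wells lacking GLD-1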
Target sequence (Q17339 whole entry, looked up): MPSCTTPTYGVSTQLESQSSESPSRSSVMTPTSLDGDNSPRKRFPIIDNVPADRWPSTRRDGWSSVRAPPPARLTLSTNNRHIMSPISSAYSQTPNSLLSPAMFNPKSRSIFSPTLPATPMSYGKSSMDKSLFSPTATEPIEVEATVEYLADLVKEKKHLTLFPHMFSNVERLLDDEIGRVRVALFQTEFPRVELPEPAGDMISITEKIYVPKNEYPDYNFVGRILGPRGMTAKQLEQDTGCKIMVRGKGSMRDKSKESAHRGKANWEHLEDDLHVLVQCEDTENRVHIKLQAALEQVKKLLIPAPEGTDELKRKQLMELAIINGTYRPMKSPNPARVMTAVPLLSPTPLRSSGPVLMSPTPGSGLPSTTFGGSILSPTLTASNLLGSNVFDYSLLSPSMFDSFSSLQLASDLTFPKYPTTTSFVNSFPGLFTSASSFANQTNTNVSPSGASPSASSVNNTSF
MCL1-BIM inh – disrupts human MCL1 binding to BIM-BH3 peptide. Q07820. GST-MCL1 / FITC-Bim-BH3 fluorescence polarization. inhibition, % at 10.9 µM. actives 0.68% (n = 320,000). AID 2057;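 active means inhibition above the mean inhibition of all tested compounds plus 3 SD, set per campaign, cut at about 40% in these data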;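 further: 0% = DMSO wells and 100% = unlabeled Bim-BH3 peptide control; higher means more loss of mP so more displacement of Bim peptide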
ZTA counter – ZTA (EBV) inhibition in EBNA-1 counter-screen; P03206; ZTA-DNA binding, fluorescence polarization; inhibition, % at 11 µM; actives 0.15% (n = 320,000); in the data active means inhibition above about 33%
Target sequence (P03206 whole entry, looked up): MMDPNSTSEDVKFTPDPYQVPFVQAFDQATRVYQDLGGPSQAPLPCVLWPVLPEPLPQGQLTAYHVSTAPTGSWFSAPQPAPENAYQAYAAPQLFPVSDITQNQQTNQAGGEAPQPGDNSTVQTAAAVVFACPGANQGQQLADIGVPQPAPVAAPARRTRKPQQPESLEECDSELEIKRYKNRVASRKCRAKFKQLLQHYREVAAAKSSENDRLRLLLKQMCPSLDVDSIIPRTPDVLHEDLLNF
* hit, by the source's call; nt = not tested or not shown.

SMILES	Efflux pump inh	Fam108B counter	EBNA-1 inhibitor	MEX-5 binding	Bcl-xL primary	Yeast superoxide	GLD-1 TGE inh	MCL1-BIM inh	ZTA counter
CCC(=O)N1CCCn2c1nc1ccccc12	0.1	0	2	0.4	-2	103	-14	-7	15
O=C(COC(=O)C1C2CC3OC(=O)C1C3C2)Nc1ccc(Br)cc1 (configuration not stated)	0.7	0	1	-0.1	-3	101	1	2	-1
COc1ccc(C(=O)NC(=S)Nc2ccc(N3CCN(C(C)=O)CC3)cc2)cc1[N+](=O)[O-]	-0.2	0	2	-2.3	6	93	2	10	-11
COc1ccc(N2CCCC2)c(NC(=O)c2ccc([N+](=O)[O-])o2)c1	-0.1	4	1	-10	76*	93	74*	75*	2
CCOC(=O)c1[nH]c(C)c(CN(CCc2ccccc2)S(C)(=O)=O)c1C	0.1	0	-4	1.0	5	92	0	11	-2
O=C(COc1ccc2ccc(=O)oc2c1)NCCc1c[nH]c2ccc(F)cc12	0.0	-2	7	0.2	6	123	3	6	-7
CCCCn1c(=O)[nH]c(=O)c2c1nc(-c1ccc([N+](=O)[O-])cc1)n2CC	-0.2	3	-3	0.0	9	110	3	10	-3
Cc1ccc(/C=[N+](/C)[O-])cc1	0.0	-1	-7	-0.3	2	113	3	9	-5
NC(=O)c1nsc(C(=O)N(c2ccccc2)C(C(=O)NCc2ccc(F)cc2)c2ccco2)c1N (configuration not stated)	0.5*	-7	-6	0.4	5	113	-3	1	-6
COc1ccc(-c2ncncc2-c2csc(C)n2)c(O)c1	0.0	0	-8	1.0	-3	101	6	-5	2
O=C(CCNC(=O)N1CC(=O)Nc2ccccc21)NCCc1cccc(F)c1	0.2	-1	-18	1.7	8	128	5	5	-10
O=C(Nc1ccccc1C(F)(F)F)C1CCCC1	0.0	4	-13	0.3	-1	101	4	4	0
COC(=O)[C@@H](NC(=O)O[C@@H]1C(=O)c2cc(Br)ccc2O[C@H]1c1cccc(OC)c1)C(C)C	0.0	-1	1	-0.6	-1	98	3	-1	-9
CCOc1ccccc1CNC(=O)c1ccc(NC(=O)C2=CSCCO2)cc1	0.1	0	-2	3.0	2	113	7	0	-1
Cn1c(SCC(=O)NCc2ccc3c(c2)OCO3)nc2scc(-c3cccs3)c2c1=O	0.0	3	23	1.1	1	100	0	0	-7
COc1ccc(Cn2c(S(=O)(=O)CC(N)=O)nc3ccccc32)cc1[N+](=O)[O-]	0.0	1	-7	0.3	5	113	-2	4	3
Cc1cccc(N(Cc2cc3ccccc3[nH]c2=O)S(C)(=O)=O)c1	0.3	-1	-21	0.9	-1	115	5	-3	-1
CCOC(=O)C1CCN(S(=O)(=O)Cc2ccccc2)CC1	0.1	0	0	-2.7	6	103	9	6	-11
O=C(Nc1ccn(Cc2c(F)c(F)cc(F)c2F)n1)c1ccc(COc2ccc(Cl)cc2Cl)o1	0.4	-17	2	3.8	-1	92	-7	-6	-2
COCCCN=C1NN=C(c2cc(C)n(-c3ccccc3)c2C)CS1	0.2	0	-7	1.3	3	78	0	16	-15
CCOC(=O)C(CCCOc1cccc(OC)c1)C(=O)OCC	0.3	-5	13	-1.5	0	113	-2	0	20
Cc1ccccc1NC(=O)c1ccc2c(c1)C(=O)N(CCC(C)C)C2=O	0.1	0	8	-0.8	2	108	-2	-2	23
CCOC(=O)C1CCN(C(=O)c2sc3nc(C)nc(N4CCC(C)CC4)c3c2C)CC1	0.4	0	-1	0.5	-1	93	-1	-8	4
O=c1cc(O)c2c(=O)n(C3CCCCC3)c3ccccc3c2o1	-0.1	-4	8	-1.8	4	98	-13	0	9
CN(C)CCCNC(=O)C(=O)NCC1OCCN1S(=O)(=O)c1cccs1 (configuration not stated)	0.1	-1	-2	-1.9	4	102	-3	5	5

An excerpt of these results, bar-delimited.
molecule | Efflux pump inh | Fam108B counter | EBNA-1 inhibitor | MEX-5 binding | Bcl-xL primary | Yeast superoxide | GLD-1 TGE inh | MCL1-BIM inh | ZTA counter
CCC(=O)N1CCCn2c1nc1ccccc12 | 0.1 | 0 | 2 | 0.4 | -2 | 103 | -14 | -7 | 15
O=C(COC(=O)C1C2CC3OC(=O)C1C3C2)Nc1ccc(Br)cc1 (configuration not stated) | 0.7 | 0 | 1 | -0.1 | -3 | 101 | 1 | 2 | -1
COc1ccc(C(=O)NC(=S)Nc2ccc(N3CCN(C(C)=O)CC3)cc2)cc1[N+](=O)[O-] | -0.2 | 0 | 2 | -2.3 | 6 | 93 | 2 | 10 | -11
COc1ccc(N2CCCC2)c(NC(=O)c2ccc([N+](=O)[O-])o2)c1 | -0.1 | 4 | 1 | -10 | 76* | 93 | 74* | 75* | 2
CCOC(=O)c1[nH]c(C)c(CN(CCc2ccccc2)S(C)(=O)=O)c1C | 0.1 | 0 | -4 | 1.0 | 5 | 92 | 0 | 11 | -2
O=C(COc1ccc2ccc(=O)oc2c1)NCCc1c[nH]c2ccc(F)cc12 | 0.0 | -2 | 7 | 0.2 | 6 | 123 | 3 | 6 | -7
CCCCn1c(=O)[nH]c(=O)c2c1nc(-c1ccc([N+](=O)[O-])cc1)n2CC | -0.2 | 3 | -3 | 0.0 | 9 | 110 | 3 | 10 | -3
Cc1ccc(/C=[N+](/C)[O-])cc1 | 0.0 | -1 | -7 | -0.3 | 2 | 113 | 3 | 9 | -5
NC(=O)c1nsc(C(=O)N(c2ccccc2)C(C(=O)NCc2ccc(F)cc2)c2ccco2)c1N (configuration not stated) | 0.5* | -7 | -6 | 0.4 | 5 | 113 | -3 | 1 | -6
COc1ccc(-c2ncncc2-c2csc(C)n2)c(O)c1 | 0.0 | 0 | -8 | 1.0 | -3 | 101 | 6 | -5 | 2

The results go on.
SMILES	Efflux pump inh	Fam108B counter	EBNA-1 inhibitor	MEX-5 binding	Bcl-xL primary	Yeast superoxide	GLD-1 TGE inh	MCL1-BIM inh	ZTA counter
COc1ccc(NC(=O)CSCC(=O)Nc2cc(Cl)ccc2N2CCCC2)cc1	0.4	-5	-9	0.5	10	96	5	7	1
CCCCCCc1ccc(N2C[C@H](CCCCC)[C@@H](CC(=O)NCc3ccc(OC)cc3)C2=O)cc1	-0.1	0	14	2.0	8	94	1	8	-1
CN(Cc1ccccc1)C(=O)COC(=O)/C=C/c1ccco1	-0.1	4	-5	-1.2	15	109	3	8	1
O=C(c1ccccc1)N1CCC(CC2CC(c3cccc(Br)c3)=NO2)(C(=O)NCC2CCCCC2)CC1 (configuration not stated)	0.3	-3	-6	-0.3	-3	117	2	-5	3
COc1ccc(CN2CCNC(=O)C2CC(=O)NCc2cn3ccc(C)cc3n2)c(OC)c1 (configuration not stated)	0.0	-5	8	0.5	5	95	4	12	24
Nc1nc(O)c(CC(=O)O)s1	0.4	8	4	-1.7	7	91	3	4	-5
Cc1cccc(/C=N/NC(=O)c2c(-c3ccccc3)noc2C)c1O	0.1	5	-1	1.4	-2	95	9	5	9
CC#CC(=O)NCC1(N(C)Cc2ccccc2)Cc2ccccc2C1	-0.2	0	5	-0.2	4	109	1	5	5
CC1(C)CC(=O)C(C=NCc2cccnc2)=C(O)C1	0.0	0	-6	0.7	2	100	5	7	-11
O=C(/C=C/c1ccncc1)c1ccc2c(c1)OCCO2	-0.1	2	2	-1.4	1	106	0	-7	8
O=C(CSc1ccc2nnc(-c3ccccn3)n2n1)Nc1nccs1	0.0	1	-6	0.2	15	93	4	8	-11
O=C(c1ccc(CNc2c(N3CCCC3)c(=O)c2=O)cc1)N1CC=C(c2ccccc2)CC1	-0.1	3	-3	-2.5	1	87	2	2	-2
CN(C)C(=S)N=Nc1[nH]c2ccccc2c1O	0.2	-3	-15	-5.7	-2	100	-8	13	6
CCSc1nnc2ccc(-c3ccc(C)cc3)nn12	-0.1	3	-10	-1.0	-2	102	-2	3	-2
CC[C@@]12C(=O)N(c3ccccc3)C(=O)N1[C@H](c1ccc(OC)cc1)[C@@H]1C(=O)N(C(C)(C)C)C(=O)[C@@H]12	-0.1	3	10	0.3	0	115	0	-2	6
O=C(NCCOCc1ccc(Cl)cc1)c1ncn[nH]1	0.8	0	-8	1.8	1	114	1	-1	-5
O=C(CN(Cc1ccccc1)C(=O)CNS(=O)(=O)c1ccc(Cl)cc1)NCC1CCCO1 (configuration not stated)	-0.1	3	1	-0.3	0	96	-3	-5	-5
Cc1ccc(NC(=O)c2ccccc2N(C)S(C)(=O)=O)cc1C	0.1	3	-31	-4.3	-4	113	-3	-9	-12
Cc1ccc2nc(N3CCN(S(=O)(=O)c4ccc5c(c4)OCCO5)CC3)c(C#N)cc2c1	-0.1	-6	11	6.5	-7	81	-8	-12	1
NS(=O)(=O)c1cccc(NC(=S)NCc2ccc3c(c2)OCO3)c1	0.0	-8	-3	nt	-4	107	-1	-1	-8
O=C(NN=C1CCCCCC1)c1c[nH]c2ccccc12	0.0	-7	2	1.8	7	120	4	3	0
CCCC/C(C)=N/NC(=O)NC1CCCCC1	-0.2	-1	-7	0.4	4	99	2	8	-19
Cc1cc(C)cc(NC(=O)CN2CCN(CCN=CC3=C(O)CC(c4ccc(Cl)cc4)CC3=O)CC2)c1 (configuration not stated)	0.3	2	-2	-7.9	-2	107	-2	-1	0
CS(=O)(=O)N(CC(=O)Nc1ccccc1-c1ccccc1)c1cccc(F)c1	0.0	-3	0	0.5	5	102	0	1	-12
O=C(CN1C(=O)CSc2ccc(S(=O)(=O)N3CCOCC3)cc21)NCc1ccc(Cl)cc1	0.1	0	-12	-1.7	3	92	2	0	-1
SMILES	Efflux pump inh	Fam108B counter	EBNA-1 inhibitor	MEX-5 binding	Bcl-xL primary	Yeast superoxide	GLD-1 TGE inh	MCL1-BIM inh	ZTA counter
COc1ccc(S(=O)(=O)N2CCc3ccccc3C2)cc1C(=O)O	0.0	0	-8	-2.3	3	84	9	2	-20
COc1ccc(OCCCC(=O)Nc2nc(C)c(C(C)=O)s2)cc1	-0.1	9	5	-0.4	2	87	-3	7	-5
N#C/C(=C\c1cccc(O)c1)C(=O)Nc1ccc2c(c1)OCCO2	0.1	-1	3	-3.2	4	107	1	0	2
Cc1nc2cc(C(F)(F)F)ccc2n1C1CCN(CC(=O)N2CCCC2)CC1	0.1	9	1	-10	5	114	-8	-4	-5
O=C(Nc1cccc(C(=O)O)c1)/C(=C\c1ccc2c(c1)OCO2)NC(=O)c1ccccc1	0.0	0	3	-1.0	5	97	-1	3	-16
Cc1ccsc1C(=O)N1CCCC(N2CCN(c3cccc(Cl)c3)CC2)C1 (configuration not stated)	0.1	0	6	-1.3	2	93	-3	3	21
Cc1cc(C)c(C(=O)N(CCN(C)C)CC2CCCN(Cc3ccccc3F)C2)o1 (configuration not stated)	0.1	0	-3	-0.5	2	107	-7	8	7
N#C/C(=C\c1ccc(O)cc1)c1nc2ccccc2o1	0.3	2	-10	-3.7	-17	101	-65	-24	-1
COC(=O)c1cccc(S(=O)(=O)N2CCC(C)CC2)c1	0.0	-1	6	0.9	4	91	2	-5	-10
COc1cc(OC)cc(-c2ncc3ccccn23)c1	0.0	-3	-8	0.2	-3	91	-7	-6	4
Cn1c(SCC(=O)NCC2CCCO2)nnc1-c1ccc(S(=O)(=O)N2CCCC2)cc1 (configuration not stated)	0.1	0	-1	-2.6	-2	92	2	-8	-2
N/C(=N\OC(=O)c1ccccc1)c1ccn[nH]1	0.1	2	11	-1.6	10	97	3	8	18
Nc1ccc(Sc2ccc([N+](=O)[O-])cc2)cc1	0.4	1	-5	-2.5	4	92	7	-1	5

Outcome played no part in choosing rows. Share with any hit: about 2.3%.
